Source: PubChem BioAssay (several laboratories)
Cardio protect = modulators protecting cardiomyocytes from myocardial damage | H9c2 cardiomyocytes, H2O2 injury protection, ATPLite, 2 h | protection from H2O2 cell death, % at 20 µM | 360,000 tested, 0.63% active | AID 588492;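 active means compounds giving at least 50% protection of heart cells from peroxide-induced death in the single-dose screen, raw or plate-pattern-corrected value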;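 further: 0% = DMSO wells with peroxide and 100% = DMSO wells without peroxide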
MC4R antag cAMP = blocks human MC4R cAMP signaling; P32245; inhibition, % at 6.5 µM; 360,000 tested, 0.48% active; MC4R-expressing cells, MTII-stimulated cAMP, LANCE TR-FRET;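 active means inhibition above its plate's cutoff, the mean of tested wells on that plate plus 3 SD, cut at about 29% in these data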;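 further: 0% = Melanotan II alone and 100% = Melanotan II plus saturating MCL0020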
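Assay system: U2OS-MC4R stable cell line; Also added: Melanotan II; Technique: Eu-cAMP/anti-cAMP TR-FRET, emission 671 nm; Times: 30-min compound, 1-h challenge, 1-h detection, room temperature.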
HTR2A ag = activates the mouse 5-HT2A serotonin receptor. activation, % at 7.6 µM. CHO-K1 mHTR2A beta-arrestin complementation, luminescence; percent of 30 µM serotonin response. P35363. 360,000 tested, 0.66% active;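 active means activation above a run cutoff, the mean activation of all tested compounds plus 3 SD, cut at about 14% in these data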;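 further: 0% = plate median of compound wells and 100% = 30 µM serotonin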
PDI inh = PDI (human) enzyme inhibition. inhibition, % at 10 µM. 350,000 tested, 0.052% active. PDI insulin aggregation turbidity, A650, 90 min;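 active means mean inhibition across replicates of 30% or more, whatever share of single replicates reach that level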;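 further: absorbance from insulin aggregation driven by PDI reduction with DTT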
CaV13 ICDI inh = Disruptors of the CACNA1D IQ motif to Ca2+-dependent inactivation inhibitor domain association, primary screening, Förster resonance energy transfer in intact living …. inhibition, % at 12.3 µM. HEK cells, CFP/YFP FRET ICDI-IQ, plate reader, 10 min; percent FRET-ratio fall versus neutral wells. 340,000 tested, 0.098% active;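 active means mean replicate inhibition of at least 30% and at least 1% of replicates passing that level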;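 further: 0% = median of the neutral control wells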
aDG glyco act = increases alpha dystroglycan glycosylation; Pro5-aDG cells, alpha-DG glycosylation AlphaScreen (IIH6); 0% Pro5, 100% B10-LARGE cell signal; activation, % at 10 µM; 360,000 tested, 0.22% active; AID 624168;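 active means activation of at least 8% versus controls, or a plate z-score of at least 8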;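 further: Pro5 are CHO cells carrying HIG-tagged alpha-DG that lacks glycosylation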
ABCB6 inh MLPCN = blocks the human ABCB6 transporter; Q9NP58; K562-ABCB6 porphyrin accumulation, flow cytometry, 1 h; active compounds read low; fluorescence ratio to DMSO, % at 10 µM; 360,000 tested, 0.19% active; AID 602162;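 active means fluorescence ratio to DMSO below 75%, the collection mean minus 3 SD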;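 further: signal is porphyrin accumulated inside mitochondria; 100% equals median channel fluorescence of DMSO control wells; lower ratio means ABCB6 inhibition with less porphyrin fluorescence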
Target sequence (Q9NP58 whole entry, looked up): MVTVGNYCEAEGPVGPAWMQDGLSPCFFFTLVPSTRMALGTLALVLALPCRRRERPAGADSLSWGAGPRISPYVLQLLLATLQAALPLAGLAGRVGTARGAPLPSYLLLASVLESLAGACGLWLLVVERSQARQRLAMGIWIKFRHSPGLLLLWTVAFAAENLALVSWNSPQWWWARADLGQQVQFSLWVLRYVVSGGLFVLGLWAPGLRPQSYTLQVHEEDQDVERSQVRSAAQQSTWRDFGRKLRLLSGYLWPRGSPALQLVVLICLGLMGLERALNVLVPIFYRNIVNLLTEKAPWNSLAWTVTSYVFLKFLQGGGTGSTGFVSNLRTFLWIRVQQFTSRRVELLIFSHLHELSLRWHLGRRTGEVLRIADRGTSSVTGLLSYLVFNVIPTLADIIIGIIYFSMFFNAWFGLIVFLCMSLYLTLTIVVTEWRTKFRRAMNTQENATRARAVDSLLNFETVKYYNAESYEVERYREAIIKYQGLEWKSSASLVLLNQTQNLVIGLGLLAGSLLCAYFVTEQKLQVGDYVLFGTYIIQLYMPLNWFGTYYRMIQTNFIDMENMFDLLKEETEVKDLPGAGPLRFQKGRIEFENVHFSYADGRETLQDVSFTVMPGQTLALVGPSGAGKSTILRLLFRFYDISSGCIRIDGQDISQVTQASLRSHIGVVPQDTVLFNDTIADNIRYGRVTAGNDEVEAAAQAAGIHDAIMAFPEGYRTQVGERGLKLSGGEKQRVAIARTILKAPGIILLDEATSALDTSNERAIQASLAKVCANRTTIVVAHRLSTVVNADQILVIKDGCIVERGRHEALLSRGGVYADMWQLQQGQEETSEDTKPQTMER
Vif imaging = inhibitors of HIV Vif | HEK293T cells, Vif self-association by quenched fluorescence, imaging, 24 h | 340,000 tested, 0.35% active | inhibition, % at 7.49 µM | AID 602346; in the data active means inhibition above about 50%, passing the limit was not always enough; further: some results filed as inactive read as strong as hits
MC4R barr agon = activates human MC4R beta-arrestin recruitment. U2OS MC4R beta-arrestin complementation, luminescence; percent of melanotan II response, DMSO zero. P32245. 360,000 tested, 0.98% active. activation, % at 8.9 µM;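 active means activation above a per-plate cutoff, the mean activation of sample wells on that plate plus 3 SD, cut at about 8% in these data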
Glyco luc inh = N-linked glycosylation inhibition | D54 ERlucT glycosylation luciferase reporter, 24 h; percent of 100 nM tunicamycin response | reporter increase, % at 12.5 µM | 360,000 tested, 0.23% active;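 active means mean luciferase reporter signal, scaled so untreated is 0 and the glycosylation-blocking control 100, at or above a set limit in every replicate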;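 further: luciferase carries N-glycosylation sites so blocking glycosylation raises the light; 0% = median of neutral control wells and 100% = median of 100 nM tunicamycin wells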
The depositor's hits bear a star; . = no result given.

SMILES	Cardio protect	MC4R antag cAMP	HTR2A ag	PDI inh	CaV13 ICDI inh	aDG glyco act	ABCB6 inh MLPCN	Vif imaging	MC4R barr agon	Glyco luc inh
COCCN(C(=O)CSc1nnc(-c2ccncc2)n1C)c1c(N)n(CC(C)C)c(=O)[nH]c1=O	1	-2	12	-2	-5	0.0	103	-4	-1.2	2
Cc1cccc(OCC(=O)NC(Cc2c[nH]c3ccccc23)C(=O)O)c1C (stereo unspecified)	10	5	7	1	-5	-0.2	111	9	1.1	0
Cc1ccc(C(=O)C(OC(=O)CCC(=O)Nc2cccc(C)c2)c2ccccc2)cc1 (stereo unspecified)	-2	2	0	1	-6	0.1	104	7	0.6	-1
COc1cccc(-n2c(=O)c3c(C)c(C(=O)N(C)C)sc3n(CC(=O)NCC3CCCO3)c2=O)c1 (stereo unspecified)	-8	7	0	2	-3	0.4	95	-3	-1.1	0
OCCn1c(SC2CCCCC2)nc2ccccc21	-2	0	0	5	-4	0.1	100	-11	-1.3	1
CC(NCCCOc1cccc2ccccc12)c1ccccc1 (stereo unspecified)	-12	0	-5	5	-22	0.3	99	-16	6.2	-6
COc1cccc(NC(=O)CN(C)CC(=O)Nc2cccc(C(F)(F)F)c2)c1	-11	5	-2	-3	-3	-0.1	96	3	2.2	1
COc1ccc(-c2nnn(CCc3nn[nH]n3)n2)cc1	-3	2	3	6	.	0.1	95	.	-0.5	0
COC(=O)[C@]1(Cc2ccccc2)N[C@H](CN(C)C(=O)c2ccccc2)[C@@H]2C(=O)N(C)C(=O)[C@@H]21	2	2	0	11	-4	-0.1	99	36	-2.8	3
CC1(C)CC(=O)C=C(C(=O)N2CCCC(C(=O)c3cccc(Cl)c3)C2)O1 (stereo unspecified)	-5	3	-3	-3	-6	0.9	96	19	0.0	-1
S=C1NC2CCCCC2N1 (stereo unspecified)	4	-2	-1	6	-3	-0.2	97	-1	-2.2	1
Cc1ccc(NC(=S)N2CCN(S(=O)(=O)c3ccccc3)CC2)cc1C	1	7	3	7	-3	-0.5	99	0	-0.3	-3
Cc1cccc(Sc2nc(-c3ccccc3)ccc2C#N)c1	-10	-3	-9	4	-5	0.1	94	-9	-1.2	0
O=C(Cc1cccs1)Nc1nnc(SCc2cccc3ccccc23)s1	-10	3	2	-3	-5	-0.1	103	13	12*	3
O=C(CN1CCN(Cc2ccccc2)CC1)N/N=C/c1ccc(Br)s1	-2	4	-8	-5	3	0.1	103	-5	-0.8	-3
CCOc1ccc(S(=O)(=O)N2CCN(C(=S)NCc3ccccc3)CC2)cc1	-8	10	-1	3	-5	0.1	98	-6	4.2	2
CCOCCn1c(=NC(=O)c2ccc(S(=O)(=O)N3CCOCC3)cc2)sc2cc(S(N)(=O)=O)ccc21	10	2	5	-5	-3	-0.2	103	-5	-0.8	-5
CCC(C(=O)NC1CCCC1)N(C(=O)Cn1nnc(-c2ccc(C)o2)n1)c1cccc(O)c1 (stereo unspecified)	17	3	-3	4	-3	0.1	101	-12	-0.6	0
C=CCOCCN(CC)CC	1	4	-1	-2	-8	0.0	91	-1	-0.8	0
COC(=O)c1c(NC(=O)c2ccco2)sc2c1C(C(=O)OC)CC2 (stereo unspecified)	10	0	3	-4	-5	-0.2	104	-9	-0.4	1
O=C(CC1CCCC1)N1CCN(S(=O)(=O)c2ccccc2)CC1	1	4	-1	-7	-5	0.0	122	21	0.0	-2
CCC(CC)C(=O)Nc1cc(C)c2c(=O)oc3ccccc3c2n1	71*	16	8	-8	-7	0.0	99	-11	1.9	-2
C=CCSc1nc(NC)c2sccc2n1	-3	-11	0	4	.	-0.5	95	-6	-1.0	-1
COc1cccc(NC(=O)n2ncc3c(C)cccc32)c1	-16	2	-1	-8	-20	0.0	97	12	-0.5	-18
Cc1ccnc(NC(=O)C2COc3ccccc3O2)c1 (stereo unspecified)	0	1	4	13	-5	-0.2	100	-18	-2.5	-9
COc1ccc(C2=NOC(C(=O)NC(C)(C)C)C2)cc1 (stereo unspecified)	7	-1	2	0	-4	0.1	105	-8	1.9	2
O=C(NCc1ccc(F)cc1Cl)C1CCN(S(=O)(=O)N2CCC3(CC2)OCCO3)CC1	-2	0	-2	0	-5	0.2	69*	6	-0.8	-1
O=C(C1CC(=O)N(c2ccc(F)cc2)C1)N1CCN(c2ccccc2)CC1 (stereo unspecified)	0	-1	-4	2	-3	0.2	98	-3	-3.8	1
O=C(c1ccco1)N1CCN(C(c2ccccc2)c2nnnn2Cc2cccs2)CC1 (stereo unspecified)	4	-1	-5	10	-4	0.2	96	-15	0.1	-2
Cc1cccc(OCc2nnc(SCc3nc4ccccc4c(=O)[nH]3)o2)c1	-11	7	-1	-2	-4	0.1	91	24	1.7	3

Shown bar-delimited: 14 of the compounds above.
Compound | Cardio protect | MC4R antag cAMP | HTR2A ag | PDI inh | CaV13 ICDI inh | aDG glyco act | ABCB6 inh MLPCN | Vif imaging | MC4R barr agon | Glyco luc inh
CCOCCn1c(=NC(=O)c2ccc(S(=O)(=O)N3CCOCC3)cc2)sc2cc(S(N)(=O)=O)ccc21 | 10 | 2 | 5 | -5 | -3 | -0.2 | 103 | -5 | -0.8 | -5
CCC(C(=O)NC1CCCC1)N(C(=O)Cn1nnc(-c2ccc(C)o2)n1)c1cccc(O)c1 (stereo unspecified) | 17 | 3 | -3 | 4 | -3 | 0.1 | 101 | -12 | -0.6 | 0
C=CCOCCN(CC)CC | 1 | 4 | -1 | -2 | -8 | 0.0 | 91 | -1 | -0.8 | 0
COC(=O)c1c(NC(=O)c2ccco2)sc2c1C(C(=O)OC)CC2 (stereo unspecified) | 10 | 0 | 3 | -4 | -5 | -0.2 | 104 | -9 | -0.4 | 1
O=C(CC1CCCC1)N1CCN(S(=O)(=O)c2ccccc2)CC1 | 1 | 4 | -1 | -7 | -5 | 0.0 | 122 | 21 | 0.0 | -2
CCC(CC)C(=O)Nc1cc(C)c2c(=O)oc3ccccc3c2n1 | 71* | 16 | 8 | -8 | -7 | 0.0 | 99 | -11 | 1.9 | -2
C=CCSc1nc(NC)c2sccc2n1 | -3 | -11 | 0 | 4 | . | -0.5 | 95 | -6 | -1.0 | -1
COc1cccc(NC(=O)n2ncc3c(C)cccc32)c1 | -16 | 2 | -1 | -8 | -20 | 0.0 | 97 | 12 | -0.5 | -18
Cc1ccnc(NC(=O)C2COc3ccccc3O2)c1 (stereo unspecified) | 0 | 1 | 4 | 13 | -5 | -0.2 | 100 | -18 | -2.5 | -9
COc1ccc(C2=NOC(C(=O)NC(C)(C)C)C2)cc1 (stereo unspecified) | 7 | -1 | 2 | 0 | -4 | 0.1 | 105 | -8 | 1.9 | 2
O=C(NCc1ccc(F)cc1Cl)C1CCN(S(=O)(=O)N2CCC3(CC2)OCCO3)CC1 | -2 | 0 | -2 | 0 | -5 | 0.2 | 69* | 6 | -0.8 | -1
O=C(C1CC(=O)N(c2ccc(F)cc2)C1)N1CCN(c2ccccc2)CC1 (stereo unspecified) | 0 | -1 | -4 | 2 | -3 | 0.2 | 98 | -3 | -3.8 | 1
O=C(c1ccco1)N1CCN(C(c2ccccc2)c2nnnn2Cc2cccs2)CC1 (stereo unspecified) | 4 | -1 | -5 | 10 | -4 | 0.2 | 96 | -15 | 0.1 | -2
Cc1cccc(OCc2nnc(SCc3nc4ccccc4c(=O)[nH]3)o2)c1 | -11 | 7 | -1 | -2 | -4 | 0.1 | 91 | 24 | 1.7 | 3

Following part:
SMILES	Cardio protect	MC4R antag cAMP	HTR2A ag	PDI inh	CaV13 ICDI inh	aDG glyco act	ABCB6 inh MLPCN	Vif imaging	MC4R barr agon	Glyco luc inh
COc1ccccc1NC(=O)C(=O)N(c1cccnc1)C(C(=O)NC(C)(C)C)c1ccccc1 (stereo unspecified)	-9	7	3	-4	3	0.1	95	16	-0.8	-1
COc1ccc(OC)c(N/C(C)=C/C(=O)c2ccncc2)c1	3	-4	-3	-40	-19	0.0	95	-3	0.7	-1
O=C(NCC(=O)N1CCN(c2ncccn2)CC1)c1cccs1	-2	-5	7	-4	.	-0.1	94	-2	0.1	-4
CCc1nc2ccc(C(=O)NCCCN3CCCC3=O)cn2c1N(C)C(=O)c1cccc(OC)c1	0	-2	7	-1	-7	-0.1	96	7	-0.7	2
COCCNC(=O)CN1C(=O)NC(c2ccccc2)(c2ccccc2)C1=O	0	-7	-3	-3	-3	-0.1	87	12	1.4	1
O=C(CSc1nnc(-c2cccs2)n1CC1CCCO1)N1CCCC1 (stereo unspecified)	12	-3	1	2	6	-0.1	98	13	-1.8	0
C[C@@H]1COC(=O)[C@@H](CC(=O)OC(C)(C)C)C/C=C\C[C@H](CC(=O)N(CCO)Cc2ccccc2)C(=O)N1	-7	3	-1	-2	-3	-0.1	99	2	-2.0	1
CCOC(=O)c1cnc2ccc(C(=O)OC)cc2c1NCCCN1CCOCC1	2	2	1	-3	-1	-0.1	97	-5	0.7	7
COc1ccc(NC(=O)CC2SC(=NCC3CCCO3)NC2=O)c([N+](=O)[O-])c1 (stereo unspecified)	-1	24	1	0	10	-0.4	97	15	0.7	0
COc1cc(C(C(=O)NC2CCCCC2)N(Cc2cccs2)C(=O)Cc2c[nH]c3ccccc23)cc(OC)c1OC (stereo unspecified)	15	7	-3	5	-6	0.9	98	-15	0.2	-2
O=C(CCNc1cccc(F)c1)c1cccc([N+](=O)[O-])c1	-13	13	5	3	-5	0.0	101	4	6.3	-2
CCOc1ccc(Nc2cc(=O)[nH]c(=O)[nH]2)cc1	6	0	-2	1	-1	0.0	99	12	-0.7	2
COc1ccc(S(=O)(=O)Nc2ccc3c(c2)C(=O)N([C@H](C)CO)C[C@H](C)[C@@H](CN(C)C(=O)Nc2c(C)noc2C)O3)cc1	0	11	4	-7	-5	0.2	97	21	-0.9	0
COc1ccccc1N1CCN(CCCn2c(=S)[nH]c3ccccc3c2=O)CC1	4	6	-12	-40	-4	0.2	93	-1	-0.5	-1
Cc1cc(NC(=O)c2sccc2C)n(-c2cccc(Cl)c2)n1	-10	-2	-1	1	-7	0.3	104	-5	-0.1	2
Cc1cccc(C)c1NC(=S)Nc1ccc(F)cc1	1	4	7	1	6	0.0	98	-4	-1.6	-1
Cn1c2c(c(=O)n(C)c1=O)C(NC(=O)c1ccco1)(C(F)(F)F)C(=O)N2 (stereo unspecified)	1	-1	2	-19	.	1.0	115	.	-0.1	0
Cc1ccc(NC(=O)c2c(Cl)n(C)c3ccccc23)cc1	-24	-3	-1	-6	-5	-0.1	96	-2	-1.2	6
CC1(CCc2ccccc2)NC(=O)N(CC(=O)N2CCCCCC2)C1=O (stereo unspecified)	1	1	1	3	-6	0.0	97	.	-1.2	-2
CSCCC(NC(=O)c1ccc(Cl)cc1Cl)C(=O)N(C)Cc1nc2ccccc2c(=O)[nH]1 (stereo unspecified)	35	-4	10	16	-6	-0.4	98	-7	-2.2	2
CCc1cc(-c2nnn(CCC3COCCO3)c2CC)cc(CC)c1-c1cn(Cc2ccccc2)nn1 (stereo unspecified)	-12	5	-3	-5	-6	0.9	115	-4	0.5	-1
O=C(Nc1ccccc1C(=O)Nc1ccncc1)c1ccccc1	5	3	-2	-3	-3	0.1	97	9	0.0	0

Outcome played no part in choosing rows; about 3.6% have a hit in one of these screens.
